V1aR counter: counter-screen for oxytocin receptor agonists: human V1a receptor agonists; P37288; CHO-V1R cells, Fluo-8 calcium fluorescence, agonist mode; 0% DMSO, 100% 3 nM vasopressin; activation, % at 3 µM; 0.25% of 320,000 active;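 active = activation above the mean activation of all tested compounds plus 3 SD, per screening run, cut at about 20% in these data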;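 also: signal is peak over basal fluorescence ratio across a 100 second FLIPR read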
M1 ag: agonists of human M1 muscarinic receptor; CHO-K1 hM1, Fluo-8 calcium fluorescence, agonist mode; 0% DMSO, 100% acetylcholine EC100; P11229; activation, % at 3 µM; 0.33% of 360,000 active;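 active = activation above the run's mean compound activation plus 3 SD, cut at about 16% in these data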;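 also: peak over basal fluorescence ratio within a 140 s kinetic read after compound addition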
TAAR1 antagonist: human TAAR1 antagonism; Q96RJ0; CHO RD-HGA16 TAAR1, Fluo-8 calcium fluorescence, antagonist; inhibition, % at 3 µM; 1.5% of 360,000 active; AID 624466;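 active = inhibition above a per-plate cutoff, the mean inhibition of test compounds on that plate plus 3 SD, cut at about 49% in these data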;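 also: 0% = DMSO plus EC80 beta-PEA response and 100% = DMSO alone without agonist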
Target sequence (Q96RJ0 whole entry, looked up): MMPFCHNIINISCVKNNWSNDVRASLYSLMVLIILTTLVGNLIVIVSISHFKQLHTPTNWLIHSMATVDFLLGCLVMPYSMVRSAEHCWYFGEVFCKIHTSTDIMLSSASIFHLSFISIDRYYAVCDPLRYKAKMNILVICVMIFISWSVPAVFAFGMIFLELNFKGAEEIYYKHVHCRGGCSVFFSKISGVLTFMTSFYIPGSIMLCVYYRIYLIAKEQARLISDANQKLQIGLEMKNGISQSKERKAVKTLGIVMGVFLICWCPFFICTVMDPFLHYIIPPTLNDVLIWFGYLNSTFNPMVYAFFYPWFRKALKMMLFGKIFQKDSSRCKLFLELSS
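test system = CHO RD-HGA16 cells bearing hTAAR1 | replication = singlicate | controls = DMSO-only wells and EC80 β-PEA-stimulated wells | reagent = EC80 β-phenethylamine stimulus | read-out basis = percent inhibition of PEA-evoked calcium signal, max/basal emission ratio | schedule = seeding 17-24 h prior, 75-min 37 °C, 30-min RT dye loading | signal = kinetic Fluo-8 calcium fluorescence measurement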
TAAR1 agonist: human TAAR1 agonism; 0.99% of 360,000 active; AID 624467; activation, % at 3 µM; CHO RD-HGA16 TAAR1, Fluo-8 calcium fluorescence; vehicle wells 0%, saturating PEA agonist 100%;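 active = activation above the mean activation of all test compounds in the run plus 3 SD, cut at about 38% in these data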
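Assay system – CHO-derived RD-HGA16 cells with stable Gα16 and human TAAR1 · Compound dosing – one-point dosing at 3 µM (nominal) · Incubation – 17-24 h seeding, 75 min 37 °C dye, 30 min RT · Measured by – kinetic Fluo-8 calcium fluorescence · Control set – DMSO vehicle as 0%, PEA at EC100 as 100% · Repeats – single well for each compound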
CHO-K1 Ca antag: counter-screen for M1 antagonists: effect in parental CHO-K1 cells. ATP-induced calcium, Fluo-8 fluorescence. inhibition, % at 3 µM. 0.6% of 360,000 active. AID 602250;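 active = inhibition above a per-plate cutoff, the plate's mean sample inhibition plus 3 SD, cut at about 24% in these data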;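 also: 0% = DMSO plus EC80 ATP and 100% = DMSO alone without ATP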
CHO-K1 Ca PAM: nonselective activator or artifact in parental CHO-K1 calcium assay. 0.02% of 360,000 active. ATP EC20, Fluo-8 calcium fluorescence; 0% at ATP EC20, 100% at ATP max. activation, % at 3 µM;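 active = activation above the run cutoff, the mean activation of all test compounds plus 3 SD, cut at about 40% in these data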;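 also: peak over basal fluorescence ratio in a 140 s read after ATP addition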
OXTR potentiator: potentiators of human oxytocin receptor; P30559; CHO-OTR cells, Fluo-8 calcium fluorescence, potentiator mode; 0% = oxytocin EC15, 100% = EC100; activation, % at 3 µM; 0.061% of 320,000 active; AID 2445;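 active = activation above that plate's cutoff, the mean activation of tested compounds plus 3 SD, cut at about 6.6% in these data, passing the limit was not always enough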;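 also: 100% uses oxytocin at 75 nM as the full agonist control; some results filed as inactive read as strong as hits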
Target sequence (P30559 whole entry, looked up): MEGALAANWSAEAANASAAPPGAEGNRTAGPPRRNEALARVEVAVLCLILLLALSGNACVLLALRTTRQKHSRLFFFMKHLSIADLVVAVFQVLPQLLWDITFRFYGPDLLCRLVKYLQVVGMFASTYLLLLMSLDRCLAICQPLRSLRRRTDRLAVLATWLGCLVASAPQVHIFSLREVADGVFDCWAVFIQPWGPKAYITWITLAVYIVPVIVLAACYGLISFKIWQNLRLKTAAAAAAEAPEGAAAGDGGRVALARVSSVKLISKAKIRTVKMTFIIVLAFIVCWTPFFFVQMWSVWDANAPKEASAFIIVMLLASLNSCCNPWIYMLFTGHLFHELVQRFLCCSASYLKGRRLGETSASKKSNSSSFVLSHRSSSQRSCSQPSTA
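test system = CHO-OTR cells, human receptor | compound = single-point 3.0 µM | schedule = 6 min compound pre-incubation at room temperature, 100 s kinetic read | signal = Fluo-8 no-wash calcium dye fluorescence, excitation 470-495 nm, emission 515-575 nm | repeats = single well per compound, singlicate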
CHO parental Ca: counter-screen: ATP calcium response change in parental CHO cells | parental CHO-K1, ATP-induced calcium, Fluo-8 fluorescence | inhibition, % at 5.6 µM | 0.63% of 330,000 active | AID 463079;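 active = inhibition above that plate's mean sample inhibition plus 3 SD, cut at about 26% in these data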;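 also: 0% = ATP-challenged DMSO wells and 100% = DMSO wells without ATP; some compounds past the cut are filed as inactive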
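material = parental CHO cells | also added = ATP as calcium-mobilizing challenge | dosing = single point at 5.6 µM | detection = intracellular calcium via Fluo-8 no-wash fluorescent dye | read-out = % inhibition | benchmarks = low control ATP plus DMSO, high control DMSO only | repeats = one well per compound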
M1 ag parental: nonselective activator or artifact in parental CHO-K1 cells | activation, % at 3 µM | 0.48% of 360,000 active | AID 602248 | Fluo-8 calcium fluorescence; scaled to maximal ATP response, vehicle zero; in the data active = activation above about 15%;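 also: untransfected CHO-K1 host cells lacking M1 receptor as counterscreen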
The depositor's hits bear a star; . = not tested or not shown.

SMILES	V1aR counter	M1 ag	TAAR1 antagonist	TAAR1 agonist	CHO-K1 Ca antag	CHO-K1 Ca PAM	OXTR potentiator	CHO parental Ca	M1 ag parental
CC(=O)Nc1ccc(NC(=O)c2ccccc2Br)cc1	.	-3	-13	4	-5	10	.	.	0.5
Cc1cccc(OCC(=O)OC(C)C(=O)Nc2ccc(S(=O)(=O)N3CCCCC3)cc2)c1 (centres undefined)	3.9	-3	16	2	10	-3	-23	23	0.8
CCOc1ccccc1NC1=NC2CS(=O)(=O)CC2S1 (centres undefined)	-0.2	-1	-25	2	-4	-3	-9	-3	0.6
Cc1ccc(C(=O)NC2=NCCS2)cc1	0.6	.	-17	3	.	.	3	-6	.
CCOC(=O)c1ccc(NS(=O)(=O)c2ccc3c(c2)NC(=O)CCS3)cc1	0.5	-1	-3	4	-21	9	-2	-15	2.0
O=C(NCc1cccc(Cl)c1)c1ccc(-c2csnn2)cc1	1.2	-7	20	1	-6	5	-7	14	0.8
O=C1c2ccccc2C(=O)N1CCc1nc2ccccc2c(=O)n1CCCn1ccnc1	1.7	-4	-9	11	-4	18	-4	-3	0.3
CCN(CC(=O)Nc1cccc(C#N)c1)CC(=O)Nc1cccc(OC)c1	0.1	-4	0	3	1	11	-5	-20	1.9
Cc1ccc(S(=O)(=O)NCC(=O)N(CC(=O)NCc2ccco2)Cc2ccc3c(c2)OCO3)cc1	0.8	0	10	9	-6	3	-9	-9	-0.1
Nc1nonc1C(=O)NCCNc1ncccc1[N+](=O)[O-]	-0.9	-3	-10	2	-9	15	-15	-6	0.4
Cn1c(NC(=O)c2cc(Cl)ccc2Cl)cc(=O)n(C)c1=O	4.6	3	-15	8	16	-7	-4	5	0.6
O=C(O)C1(c2ccccc2)CCN(S(=O)(=O)c2ccc(Cl)s2)CC1	-0.6	-3	-7	2	-2	16	6	-5	0.2
Clc1ccc(-c2nc(-c3cnccn3)no2)cc1	3.0	1	-22	2	-13	20	-2	-7	2.0
N#C/C(=C/c1ccc(-c2cc([N+](=O)[O-])ccc2Cl)o1)C(N)=O	-1.1	-4	2	3	-10	8	-8	9	0.5
COC(=O)c1cc(S(=O)(=O)N2CCN(Cc3ccccc3)CC2)c[nH]1	14	3	2	7	-5	-12	-11	-6	9.9

Results in M1 ag and OXTR potentiator, for 4 of the compounds above:
SMILES	M1 ag	OXTR potentiator
Cc1ccc(S(=O)(=O)NCC(=O)N(CC(=O)NCc2ccco2)Cc2ccc3c(c2)OCO3)cc1	0	-9
Nc1nonc1C(=O)NCCNc1ncccc1[N+](=O)[O-]	-3	-15
Cn1c(NC(=O)c2cc(Cl)ccc2Cl)cc(=O)n(C)c1=O	3	-4
O=C(O)C1(c2ccccc2)CCN(S(=O)(=O)c2ccc(Cl)s2)CC1	-3	6

The list continues.
SMILES	V1aR counter	M1 ag	TAAR1 antagonist	TAAR1 agonist	CHO-K1 Ca antag	CHO-K1 Ca PAM	OXTR potentiator	CHO parental Ca	M1 ag parental
COc1cc([N+](=O)[O-])ccc1NC(=O)COC(=O)C=C(C)C	-1.3	-2	2	-2	2	14	-6	-9	1.4
CCCN1CCn2c3c(c4cc(Br)ccc42)CCCC31 (centres undefined)	.	-2	-33	1	-7	12	.	.	0.3
O=[N+]([O-])c1cc(-c2ncccn2)c([N+](=O)[O-])s1	-1.4	-8	35	-3	4	18	5	17	-1.3
Cc1nc(-c2cccc(NC(=O)C3CCCCC3)c2)cs1	-0.8	-3	-10	-1	4	-9	-1	-14	1.0
[C-]#[N+][C@H](O[C@@H]1O[C@H](CO)[C@@H](O)[C@H](O)[C@H]1O)c1ccccc1	0.1	-2	7	6	-8	-8	2	-1	0.7
CCOC(=O)C1=CN(CC)S(=O)(=O)NC1c1cccc(OC)c1 (centres undefined)	.	-2	-16	1	-17	8	.	-6	0.3
Cc1cc(C)n(C(=O)CCN2C(=O)c3ccccc3C2=O)n1	0.4	-2	2	9	-23	6	0	-2	1.2
O=C(CCSCc1cccc(F)c1)NCc1ccc(F)cc1	-1.6	-4	-13	5	-12	17	-1	-11	0.2
CC[C@]12c3[nH]c4ccc(OC)cc4c3CCN1C(=O)C(CC(=O)NCC13CC4CC(CC(C4)C1)C3)C[C@@H]2C(=O)N1CCN(C(=O)c2ccco2)CC1 (some centres undefined)	.	-9	.	.	-5	5	.	-28	-0.5
Cc1ccc(NC(=O)Cn2ncc3c([nH]c4ccccc43)c2=O)cc1Cl	-0.2	-3	-6	1	3	27	-1	0	0.6
O=C(Nc1ccccc1Sc1ccccc1)C1CCCO1 (centres undefined)	-0.8	-10	-12	5	-24	18	1	-10	6.6
CCCCc1ccc(S(=O)(=O)NC(=O)C2(C)CCN2C(=O)C/C=C/c2ccccc2)cc1 (centres undefined)	.	-2	2	-1	10	-13	.	.	-0.3
COc1ccc(NS(=O)CCCc2ccccc2)cc1 (centres undefined)	.	-2	-23	2	12	1	.	.	-0.1
N#Cc1ccc(NC(=O)CSc2nc3[nH]c(=O)cc(O)c3s2)cc1	0.2	0	11	0	-15	12	1	1	0.8
COC(=O)c1[nH]c2cc(OC)ccc2c1NC(=O)c1c(F)cccc1F	-0.5	-5	-11	5	-11	10	3	-20	1.2

Complete entries, quoted from the list. Order of values: V1aR counter | M1 ag | TAAR1 antagonist | TAAR1 agonist | CHO-K1 Ca antag | CHO-K1 Ca PAM | OXTR potentiator | CHO parental Ca | M1 ag parental
Profile of O=[N+]([O-])c1cc(-c2ncccn2)c([N+](=O)[O-])s1 → -1.4 | -8 | 35 | -3 | 4 | 18 | 5 | 17 | -1.3
Profile of COc1cc([N+](=O)[O-])ccc1NC(=O)COC(=O)C=C(C)C → -1.3 | -2 | 2 | -2 | 2 | 14 | -6 | -9 | 1.4
Profile of Cc1ccc(NC(=O)Cn2ncc3c([nH]c4ccccc43)c2=O)cc1Cl → -0.2 | -3 | -6 | 1 | 3 | 27 | -1 | 0 | 0.6
Profile of Cc1nc(-c2cccc(NC(=O)C3CCCCC3)c2)cs1 → -0.8 | -3 | -10 | -1 | 4 | -9 | -1 | -14 | 1.0

Later entries
SMILES	V1aR counter	M1 ag	TAAR1 antagonist	TAAR1 agonist	CHO-K1 Ca antag	CHO-K1 Ca PAM	OXTR potentiator	CHO parental Ca	M1 ag parental
Cc1c(CC=C(Cl)Cl)c(=O)[nH]c2c(C)cccc12	0.0	-6	2	1	5	-7	-7	-9	-0.1
CCOc1ccc(N2C(=O)CC(NCC#N)C2=O)cc1 (centres undefined)	-0.3	-3	-8	3	2	3	-2	-13	-0.3
CCc1nc2ccc(C(=O)NCCCN3CCCC3=O)cn2c1N(CC)C(C)=O	.	-4	-21	3	20	-6	.	.	-0.2
Cc1cccc2cc3c(N)c(C#N)sc3nc12	3.7	-2	4	20	7	16	-4	-4	3.6
Cc1ccc(NC(=O)c2ncn(CC(=O)NCc3nc4ccccc4[nH]3)n2)cc1C	.	4	-8	1	-6	-3	.	-11	0.1
CCOC(CCn1c(SCc2cccc([N+](=O)[O-])c2)nc2ccccc2c1=O)OCC	1.1	-6	2	-1	-18	19	-6	-35	0.6
CCOc1cc(CNn2c(C)nnc2SCC(=O)NC(C)(C)C)ccc1OCC(=O)NC(C)(C)C	1.1	-4	5	8	-1	2	-4	-11	0.3
COc1ccc2nc(C(c3ccc(C)cc3)n3c(-c4ccccc4Br)nc4ccccc43)[nH]c2c1 (centres undefined)	.	-6	-11	2	6	-7	.	.	-0.3
CCN1CCc2c(sc(NC(=S)NC(=O)c3ccco3)c2C(N)=O)C1	1.2	-3	-28	3	5	-19	-3	11	-0.2
Cc1nc2nc(-c3cccs3)[nH]c2cc1Br	-0.6	-3	-28	3	-6	11	2	-5	1.5
Cc1nn(CC(=O)NNC(=O)c2cccc(Br)c2)c(C)c1[N+](=O)[O-]	0.1	-5	-16	-1	-8	11	-2	-5	1.1
Cc1cccc(NC(=O)CSc2nnc(-c3ccco3)c(-c3ccco3)n2)c1C	-0.5	0	.	.	-17	12	-16	-21	0.6
O=C(CCSc1nnc(-c2ccncc2)o1)Nc1cccc2ccccc12	1.8	-3	6	4	-8	16	-14	-8	0.8
O=C(CCCc1ccccc1)Nc1ccnn1C1CCN(Cc2ccccc2F)CC1	1.7	-3	-15	12	-6	12	-1	-11	2.9
COCCCNC(=S)N1CCCN(c2nc3c(C)c(C)ccc3cc2C#N)CC1	-0.3	-4	-3	16	13	0	-6	-27	-0.3

Ordered by the number under OXTR potentiator (highest first): some entries from above
molecule | OXTR potentiator
Cc1nc2nc(-c3cccs3)[nH]c2cc1Br | 2
O=C(CCCc1ccccc1)Nc1ccnn1C1CCN(Cc2ccccc2F)CC1 | -1
CCOc1ccc(N2C(=O)CC(NCC#N)C2=O)cc1 (centres undefined) | -2
CCN1CCc2c(sc(NC(=S)NC(=O)c3ccco3)c2C(N)=O)C1 | -3
Cc1cccc2cc3c(N)c(C#N)sc3nc12 | -4
COCCCNC(=S)N1CCCN(c2nc3c(C)c(C)ccc3cc2C#N)CC1 | -6

(continued)
SMILES	V1aR counter	M1 ag	TAAR1 antagonist	TAAR1 agonist	CHO-K1 Ca antag	CHO-K1 Ca PAM	OXTR potentiator	CHO parental Ca	M1 ag parental
O=C(Nc1ccccc1Cl)NC1(C(=O)NCc2cccnc2)CCCCC1	-0.2	-4	-1	-2	-17	7	-3	-3	-0.4
N/C(=N\OC(=O)COc1ccc2ccccc2c1)c1cccnc1	7.3	-3	28	10	7	-8	-7	-3	6.7
CSc1ccc(/C=N/NC(=O)CN2CCN(Cc3ccc(Cl)cc3)CC2)cc1	4.7	-6	-13	17	-6	19	-5	-25	2.2
CCOC(=O)Nc1ccc(S(=O)(=O)N2CCC(C)CC2)cc1	2.8	-10	0	3	1	17	1	-8	0.3
CC1CCN(C(=O)c2ccccc2NS(=O)(=O)c2ccccc2)CC1	0.4	-4	-10	0	10	3	-5	-12	0.5
O=CN1CCN(C(=O)c2ccccc2F)CC1	-0.5	-4	11	1	-7	18	-10	-4	0.4
CN(c1ccccc1)S(=O)(=O)c1cccc(C(=O)NCC(=O)Nc2ccc(F)c(F)c2F)c1	5.2	-1	23	9	-5	1	-9	-10	5.3
CSCC(=O)N1CCC(n2nccc2NC(=O)c2ccc3c(c2)OCO3)CC1	-0.3	1	-17	5	-14	20	-7	-9	0.5
Cc1ccc(CC(=O)Nc2nnc(-c3ccc(F)cc3)o2)c(C)c1	-0.2	-4	.	.	-15	11	1	-9	0.1
